# EP2 modulator = EP2 receptor modulators, cAMP readout, primary screen, cell-based, HTRF cAMP, PGE2 stimulation; induction, % at 25 µM; actives 0.83% (n = 260,000); EP2-expressing cells, cAMP HTRF FRET, PGE2 co-stimulation; Prostaglandin E2 receptor EP2 subtype (Homo sapiens), P43116;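 active means compounds whose cAMP rise, as percent of the full-agonist control response, exceeds 60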;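 further: rat C6 glioma line stably carrying human EP2 under a CMV promoter; the protocol text gives 20 µM as final concentration; 100% = response of wells given 1 µM PGE2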
# PERK inh = block of dimerizer-induced PERK translation repression, primary screen, PERK inhibitor project, CHO PERK-DD cells, SEAP luminescence, HTS | Eukaryotic translation initiation factor 2-alpha kinase 3 (Homo sapiens), Q9NZJ5 | CHO PERK-DD fusion, SEAP luminescence translation reporter | inhibition, % at 5.6 µM | actives 0.17% (n = 220,000) | AID 1416, 2008;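 active means inhibition above the mean inhibition of all tested compounds plus 3 SD, set separately per screening campaign, cut at about 2.9% in these data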;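 further: PERK kinase domain activated by AP20187 dimerizer at 100 nM; 0% = DMSO with dimerizer and 100% = rapamycin at 8.4 µM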
# Runt-CBFb FRET = inhibitors of RUNX1 Runt–CBFb binding, primary screen, biochemical, FRET, Cerulean-Runt, Venus-CBFb, uHTS | Runt-related transcription factor 1 (Homo sapiens) + Core-binding factor subunit beta … | Cerulean-Runt/Venus-CBFb FRET ratio 530/480, 1 h | inhibition, % at 20 µM | actives 0.46% (n = 220,000) | AID 1496, 2009;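 active means inhibition over about 50% at 20 µM in the single-dose screen, limit read from the data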;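 further: 0% = DMSO wells and 100% = excess unlabeled CBFb competitor control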
# Target sequence (Q01196 whole entry, looked up): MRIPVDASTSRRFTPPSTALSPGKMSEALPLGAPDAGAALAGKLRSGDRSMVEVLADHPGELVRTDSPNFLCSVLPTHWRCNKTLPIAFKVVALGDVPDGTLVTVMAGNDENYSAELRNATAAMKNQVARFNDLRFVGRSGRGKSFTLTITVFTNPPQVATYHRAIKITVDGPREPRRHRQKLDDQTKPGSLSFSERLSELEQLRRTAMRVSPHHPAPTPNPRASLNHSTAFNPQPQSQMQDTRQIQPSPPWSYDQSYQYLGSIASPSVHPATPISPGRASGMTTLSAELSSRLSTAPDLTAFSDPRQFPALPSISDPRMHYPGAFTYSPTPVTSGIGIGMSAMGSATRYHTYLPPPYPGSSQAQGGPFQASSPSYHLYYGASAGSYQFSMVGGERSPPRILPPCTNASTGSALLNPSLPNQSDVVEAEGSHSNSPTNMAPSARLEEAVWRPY
# Target sequence (Q13951 whole entry, looked up): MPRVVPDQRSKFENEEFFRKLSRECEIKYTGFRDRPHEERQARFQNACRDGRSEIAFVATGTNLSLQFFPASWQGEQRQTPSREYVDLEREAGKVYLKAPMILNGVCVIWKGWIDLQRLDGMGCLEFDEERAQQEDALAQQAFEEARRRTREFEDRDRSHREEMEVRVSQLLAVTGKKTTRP
#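 test system = Cerulean-tagged RUNX1 Runt domain (FRET donor) fusion protein | reagent = Venus-CBFb binding partner, 100 nM | incubation = protein complex preformed 1 h, compound exposure 1 h, room temperature, dark | detection = FRET fluorescence | read-out basis = loss of energy transfer signal | controls = 5 µM unlabeled CBFb as full-inhibition high control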
# Hck Nef HTS = inhibitors of Nef-activated human Hck kinase, primary screen, biochemical, Z-Lyte FRET, 384-well, Hck-YEEI | Recombinant Hck-YEEI plus Nef, Z-Lyte FRET kinase assay | inhibition, % at 20 µM | actives 0.68% (n = 220,000);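 active means Hck-Nef kinase inhibition above about 50%, limit read from the data; inactive means inhibition below that limit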;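 further: 0% = DMSO with Hck plus Nef and 100% = Hck alone without Nef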
# EP2 antag = human EP2 receptor antagonists, primary screen, TR-FRET cAMP, C6 glioma cells; Prostaglandin E2 receptor EP2 subtype (Homo sapiens), P43116; C6 glioma cells expressing human EP2; cells stimulated with saturating PGE2; inhibition, % at 25 µM; actives 0.52% (n = 260,000);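 active means percent inhibition above 40 after rounding to a whole number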;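 further: rat C6 glioma host cells with rolipram phosphodiesterase inhibitor present; the protocol text gives 20 µM as final concentration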
# Runt-SMMHC FRET = inhibitors of RUNX1 Runt–CBFb-SMMHC binding, primary screen, biochemical, FRET, Cerulean-Runt, Venus-CBFb-SMMHC, uHTS; Cerulean-Runt/Venus-CBFb-SMMHC FRET ratio 530/480, 1 h; Runt-related transcription factor 1 (Homo sapiens) + Core-binding factor subunit beta …; inhibition, % at 20 µM; AID 1434, 2008; actives 0.74% (n = 220,000);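 active means mean inhibition across duplicate retests at 20 µM reaching about 50%, limit read from the data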;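 further: 0% = DMSO wells and 100% = wells with excess untagged CBFb-SMMHC; inhibitors lower the FRET ratio by blocking Runt binding to CBFb-SMMHC; some results filed as inactive read as strong as hits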
# RBBP9 inh = human RBBP9 inhibitors, primary screen, biochemical, fluorescence polarization, FP-Rh probe, HTS; Serine hydrolase RBBP9 (Homo sapiens), O75884; recombinant RBBP9; inhibition, % at 7.94 µM; actives 0.2% (n = 220,000);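 active means inhibition above the campaign mean of all tested compounds plus 3 SD, cut at about 14% in these data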;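 further: plate controls were DMSO wells with RBBP9 for no effect and wells lacking RBBP9 protein for full effect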
# Target sequence (O75884 whole entry, looked up): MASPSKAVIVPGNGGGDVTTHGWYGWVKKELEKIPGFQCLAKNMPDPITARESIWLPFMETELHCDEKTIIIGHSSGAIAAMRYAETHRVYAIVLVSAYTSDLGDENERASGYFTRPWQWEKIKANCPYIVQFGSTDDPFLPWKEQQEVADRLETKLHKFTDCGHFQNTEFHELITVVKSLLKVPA
#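 Measured by: FP readout at 525/598 nm; material: recombinant human RBBP9; also added: Serine-hydrolase probe FP-Rh, 375 nM pre-mixing; medium: Tris buffer pH 8.0, NaCl, Pluronic; replication: one well per compound; doses: one concentration, 7.94 µM nominal, 0.794% DMSO; timing: preincubation 30 min plus labeling 45 min at 25 °C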
# TNF necrop inh = inhibitors of TNF-alpha triggered necroptosis, primary screen, cell-based, Jurkat FADD-/-, single concentration | actives 0.068% (n = 220,000) | activation (protection from cell death), % at 10 µM | Jurkat FADD-/- TNF necroptosis rescue, ATP luminescence, 24 h; 0 = TNF only, 100 = no-TNF cells | AID 463075, 2010;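 active means activation, meaning protection from cell death, of at least 50% relative to plate controls; inactive means activation below 50%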;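 further: necroptosis triggered by 40 ng/mL TNF-alpha added together with compound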
# L929 necroptosis = inhibitors of zVAD-triggered necroptosis, primary screen, L929 cells; L929 zVAD necroptosis rescue, ATP luminescence, 24 h; with zVAD 60 µM; viability rescue, % at 10 µM; actives 0.38% (n = 220,000); AID 1377, 2008;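 active means activation, scaled between plate controls, above about 75%, limit read from the data; inactive means activation under that limit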;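 further: 0% = zVAD with DMSO and 100% = DMSO alone without zVAD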
# * marks the source's active call; other numbers are inactive results; · = no result given; & = joins results of further samples. Only part of the results is shown, so the mix of outcomes need not match the whole.
# Values run as follows: EP2 modulator	PERK inh	Runt-CBFb FRET	Hck Nef HTS	EP2 antag	Runt-SMMHC FRET	RBBP9 inh	TNF necrop inh	L929 necroptosis
- COC(=O)c1cc(-c2ccccc2)sc1NC(=O)c1cc(C)on1
 : 8.3	1.5	-1.6	17.8	7.3	15.4	-7.2	0.2	0.2
- COc1ccc(OC)c(NC(=O)Nc2ccccc2C)c1
 : 20.9	0.9	-0.9	0.1	2.8	-1.0	-3.5	-0.9	2.1
- COC(=O)c1cc(OC)c(OC)cc1NC(=O)CCC1CCCC1
 : 30.6	-0.4	-2.1	0.5	5.4	-2.3	-2.2	0.6	0.4
- CCOC(=O)c1nn(-c2ccc(OCC)cc2)c2nc(CC(C)C)c(C#N)c(=O)n12
 : 50.3	0.1	-4.1	8.8	1.6	0.4	-5.6	-0.5	-0.9
- COC(=O)c1cc(C)nc(Sc2ccccc2N)n1
 : -4.9	0.2	39.3	-8.1	6.5	57.3	-11.3	-10.3	-0.6
- COc1ccccc1C(=O)NCCN1CCN(C(=O)c2ccccc2OC)CC1
 : 40.5	-0.2	0.5	0.7	4.6	-0.1	-0.7	0.8	0.1
- CCc1nnc(NS(=O)(=O)c2ccc(NC(=S)NC(=O)c3ccc(F)cc3)cc2)s1
 : -143.4&-9.9	-1.0	7.0	4.2	34.8&17.9	1.3	-0.9	2.5	0.1
- CCOc1cccc(/C=C/C(=O)O)c1
 : 27.2	0.9	0.6	-1.3	5.5	2.8	-2.8	0.0	-1.0
- COCCn1c(C)cc(C(=O)COC(=O)c2ccc[nH]c2=O)c1C
 : 36.4	1.8	0.3	3.4	5.4	0.4	2.0	-0.1	0.6
- CCN(C(=O)CSc1ncccc1C(=O)O)C1CCCCC1
 : 21.2	1.3	2.3	-9.2	3.9	-4.1	-9.3	-0.4	2.2
- Cc1ccc(C2=NN(C)c3nc4ccccc4n3C2)cc1
 : 11.2	-2.6	0.7	-0.2	21.3	3.2	0.9	-1.1	-0.3
- O=C(CCS(=O)(=O)Cc1ccc(Cl)cc1)NCCc1ccccc1
 : -2.7	0.1	·	-14.1	4.6	-8.2	-3.2	0.1	0.8
- CC1=NNC(=O)C1CCC(=O)N/N=C/c1ccco1 (stereo not drawn)
 : 37.1	0.0	1.3	32.2	5.0	5.6	-11.4	0.0	0.3
- COc1ccc(C(CCNCc2ccc(OC)c(OC)c2)c2ccc(F)cc2)cc1 (stereo not drawn)
 : -23.5	-1.4	2.0	22.6	1.3	1.1	-7.9	14.5	2.7
- Cc1cc(C)c2c(N)c(C(=O)c3cccc(Cl)c3)sc2n1
 : -3.9	0.3	86.7*	4.2	4.4	59.6*	-3.5	0.3	0.5
- Cc1ccc(S(=O)(=O)N2CCC(C(=O)NCc3cccnc3)CC2)cc1
 : 35.9	0.5	-0.2	0.8	10.1	-2.5	-2.9	-0.5	-0.2
- c1ccc(-c2ccccn2)nc1
 : 21.6&-1.1	1.7	-0.6	-2.0	21.2&16.0	0.8	-5.7	2.0	0.6
- Cn1nc(-c2ccccc2)c(C(=O)Nc2ccc(Cl)cc2)c1Cl
 : -0.6	0.1	2.2	1.0	11.3	0.9	-6.1	-5.2	0.0
- O=C(Nc1ccc2oc(-c3cccnc3)nc2c1)c1ccc2c(c1)OCCO2
 : -14.1&-30.7	0.4	3.4	35.2	10.1&4.1	1.1	-6.8	-1.5	1.9
- Cn1c(=O)c(C(=O)CN2CC(=O)Nc3ccccc32)c(N)n(Cc2ccccc2)c1=O
 : 1.6	0.2	-2.4	12.8	2.5	0.1	-5.6	-0.4	-0.7
- O=C(CC1SC(=NCC2CCCO2)NC1=O)Nc1cc([N+](=O)[O-])ccc1Cl (stereo not drawn)
 : 4.0	1.2	0.9	-30.4	6.2	-0.1	-9.6	-1.6	2.8
- CCN1CCN(c2nc(-c3cccnc3)nc3ccccc23)CC1
 : 27.5&1.3	-1.8	-1.0	-0.1	12.3&14.7	1.9	-6.3	-1.4	-0.1
- NC(=O)c1ncc(C(F)(F)F)cc1Oc1ccc(F)cc1
 : 1.5	0.0	0.6	-1.8	9.7	-1.2	2.7	0.6	-0.5
- c1ccc(-c2ccc(OCCOCCn3cncn3)cc2)cc1
 : -0.3	-0.7	-2.9	-0.3	13.8	-5.5	-3.7	-1.8	-1.4
- CC(C)CCNC(=O)c1cccnc1Sc1ccccc1
 : -13.3	0.8	-0.6	1.3	10.4	-0.2	-2.7	0.8	0.3
- Cc1cccc(NC(=S)N(C)Cc2cn(C)c3ccccc23)c1
 : -21.1	-1.6	1.6	1.6	4.1	-4.4	2.8	-1.4	-0.4
- Cc1c(NC(=O)c2c(NC(=O)CNC3CC3)sc3c2CCCC3)c(=O)n(-c2ccccc2)n1C
 : 15.1	-0.6	-0.9	1.7	14.4	-1.0	-0.6	-1.3	-0.3
- NCCCCCc1nnc(SCC(=O)c2ccc(Cl)cc2)o1
 : -12.1	0.1	-5.2	2.2	6.0	38.6	-4.9	2.1	0.5
- CCOc1ccc2nc(NC(=O)Cn3cnc4c3c(=O)n(C)c(=O)n4C)sc2c1
 : 34.7	0.4	-0.1	-16.5	7.0	-2.5	3.5	4.3	5.6
- COc1ccc(C2CC(c3cccs3)=NN2C(=O)c2ccc(Br)o2)cc1 (stereo not drawn)
 : 51.3	0.0	-0.7	-1.8	8.9	-0.6	-8.2	1.3	-0.1
- CN(CC(=O)NCc1ccccn1)S(=O)(=O)c1ccccc1
 : 5.8	-0.1	0.1	1.7	19.0	-1.1	-4.6	-1.0	-0.2
- CCc1ccccc1NC(=O)CCc1nc(-c2cccs2)no1
 : -12.7	0.8	-2.5	-30.2	15.3	-0.9	-4.6	0.8	0.3
- O=C(Nc1nc(-c2nc3ccccc3s2)cs1)C1COc2ccccc2O1 (stereo not drawn)
 : -43.5	0.1	-1.4	-2.8	42.5*	-1.4	-9.6	1.8	1.4
- CCCCNC1=NCCS1
 : 5.9	0.8	0.9	24.3	8.6	-3.6	-7.6	0.7	0.1
- CC(=O)Nc1ccc(OC(F)(F)Cl)cc1
 : -3.0	-0.4	-0.2	11.6	4.3	-0.3	-10.0	-0.2	-0.8
- O=S(=O)(Nc1cccc(-c2cn3c(n2)SCC3)c1)c1cccs1
 : -10.2	0.6	-2.3	2.3	5.2	0.8	3.1	2.4	0.3
- CCOC(=O)c1cccc2c1-c1ccccc1/C2=N/O
 : 46.2	0.2	-4.9	2.3	19.1	0.5	-20.4	-2.4	0.7
- Cc1c(C=O)c(=O)n(-c2ccccc2)n1-c1ccccc1
 : -20.0	0.3	-0.6	1.9	2.2	-0.2	3.6	0.7	0.1
- Cc1cc(C)c(NS(=O)(=O)c2ccc(NC(=O)CCC(=O)O)cc2)c(C)c1
 : 25.7	-0.2	-0.1	-14.2	5.6	-1.3	-2.8	-0.5	1.0
- CC(=O)Nc1cc(S(=O)(=O)Nc2ccccc2)c(C)cc1C
 : 18.0	0.7	1.2	-1.4	5.7	-0.3	-0.8	-3.0	-0.2
- COc1nccnc1NS(=O)(=O)c1ccc(NC(=S)NC(=O)c2ccc(F)c(F)c2)cc1
 : -9.1	1.1	5.5	1.6	7.3	-0.5	5.5	1.6	2.9
- O=S(=O)(Cc1cccc(F)c1)c1c[nH]c2ccccc12
 : -6.7	-0.4	0.6	4.8	7.8	0.2	-5.7	-0.9	0.7
- COc1ccc(OC)c(Nc2cc(C)nc3nc(C)nn23)c1
 : 11.5	0.9	1.0	2.5	5.7	-2.5	-7.5	-7.2	4.1
- COc1ccc(-c2cc(C3CCN(Cc4cccc(C(F)(F)F)c4)CC3)[nH]n2)cc1
 : -53.0	0.2	-1.9	-4.0	4.4	-4.1	-5.8	-8.8	28.4
- O=C(CN1C(=O)C2CCCN2C(=O)c2ccccc21)Nc1ccccc1-n1cccc1 (stereo not drawn)
 : ·	0.0	·	0.5	23.1	·	-3.4	0.8	0.0
- CCCCCOC(=O)c1ccccc1C(=O)O
 : 23.8	0.5	-0.6	-4.7	6.0	-0.3	-8.7	1.2	4.0
- CCCCCCN(C(=O)CCCCCN1C(=O)NC(c2ccc(-c3ccccc3)cc2)C(C(=O)OCc2ccccc2)=C1C)C(C(=O)NCCCC)c1cccc(C(=O)OC)c1 (stereo not drawn)
 : 6.0	·	-2.9	21.3	26.2	46.7	·	1.3	1.6
- CN(Cc1ccc(Cl)cc1)C(=O)CCl
 : -1.5	-0.2	-3.0	15.4	4.4	-1.6	-6.2	-10.4	0.1
- Cc1ccc(C2=NNC(c3cccc(F)c3)S2)cc1 (stereo not drawn)
 : -3.6	1.1	·	-5.5	8.8	-1.7	-7.4	-2.1	0.4
- CCO[C@H]1OC(C(N)=O)=C[C@@H](c2coc3ccccc3c2=O)[C@@H]1CCCO
 : -0.7	0.5	2.2	-19.4	8.3	2.1	-2.6	-0.9	-0.4
- COCC(C)n1c(C)cc(C(=O)CSc2nc3ccccc3c(=O)[nH]2)c1C (stereo not drawn)
 : 62.0*	-0.2	8.4	-0.2	6.9	-2.4	1.2	-3.0	-0.3
- Cn1c(=O)c2ncn(CC(=O)Nc3ccc4oc(-c5cccc6ccccc56)nc4c3)c2n(C)c1=O
 : ·	0.0	·	-22.3	·	·	-3.4	-3.4	-0.9
- Cc1cc(C)c(OCC(=O)Nc2ccc(NC(=O)c3ccco3)cc2)c([N+](=O)[O-])c1
 : -37.6	-0.4	-3.5	21.0	13.7	-6.5	1.2	2.2	0.8
- CCCCCC(=O)Nc1ccc2oc(-c3ccncc3)nc2c1
 : -15.5	0.3	-2.0	3.4	16.6	-1.5	-9.7	-1.1	33.1
- OCCNCCOCCOc1ccccc1-c1ccccc1
 : -7.4	0.0	-0.8	-2.9	9.5	1.4	-4.6	2.1	0.4
- CCc1nc2oc3ccccc3c(=O)c2c(=O)n1-c1ccccc1
 : 23.4	0.7	2.7	-0.1	5.0	-2.4	-10.4	-1.1	-0.1
- COc1ccc(C)cc1NC(=O)CCN1CC(C)OC(C)C1 (stereo not drawn)
 : 5.5	-0.3	1.6	13.1	5.5	-0.5	-12.8	0.6	-0.8

# Compound activity (PubChem BioAssay)
